TRHR ag: activates the human TRH receptor; P34981; TRHR cells, calcium flux fluo-8, FDSS agonist mode; activation, % at 2 µM; actives 0.18% (n = 360,000); in the data active means activation above about 30%; further: 0% is about no effect
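In this calcium-flux screen, cells bearing human TRHR are dye-loaded with fluo-8, baselined for 10 cycles, then exposed to library compounds; positive kinetic calcium responses during the agonist phase mark hits, with TRH as control.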
TrxR1 substrate: rat thioredoxin reductase 1 substrate activity; purified TrxR1 substrate turnover, NADPH consumption readout; Potency, µM (top dose mostly 114 µM), without a hit: top-dose activity change, negative = substrate turnover; actives 0.01% (n = 390,000); further: potency means the concentration at half of the fitted maximal effect; on the % scale 0 is the no-effect control and ±100 the full control effect; nearly all actives have a fitted effect of over 50% in size
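Rat TrxR1, dispensed at 90 nM, was prereduced with 400 uM NADPH (final) for 5 min at ~22 deg C, then incubated with compound 15 min before 400 uM selenite. A first-read NADPH fluorescence drop versus no-compound background flagged substrates.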
USP1 inh: inhibitors of human USP1/UAF1 deubiquitinase. O94782. recombinant USP1/UAF1, Ub-Rhodamine cleavage fluorescence. Potency, µM (titrated, usually from 57.1 µM), without a hit: at the top dose activity change, negative = inhibition, most hits filed as inhibitors. actives 0.23% (n = 390,000). AID 743255; further: potency means the concentration at half of the fitted maximal effect; on the % scale 0 is the no-effect control and ±100 the full control effect; nearly all actives have a fitted effect of over 60% in size; inactives centre near -12
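High-throughput fluorogenic screen: 1nM USP1/UAF1 complex, Ub-Rho substrate 150nM final, 50mM HEPES pH 7.8 with 0.5mM EDTA, 0.1 mg/ml BSA, 1mM TCEP and 0.01% Tween-20.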
IDH1 R132H inh: blocks human mutant IDH1 R132H enzyme | O75874 | IDH1-R132H enzyme, NADPH consumption, diaphorase/resazurin fluorescence | Potency, µM (doses to about 76.6 µM), without a hit: at the highest dose activity change, negative = inhibition, usual class: inhibitors | actives 0.093% (n = 390,000) | AID 602179; further: potency means the concentration at half of the fitted maximal effect; on the % scale 0 is the no-effect control and ±100 the full control effect; nearly all actives have a fitted effect of over 65% in size
Target sequence (O75874 whole entry R132H, stated change not applied): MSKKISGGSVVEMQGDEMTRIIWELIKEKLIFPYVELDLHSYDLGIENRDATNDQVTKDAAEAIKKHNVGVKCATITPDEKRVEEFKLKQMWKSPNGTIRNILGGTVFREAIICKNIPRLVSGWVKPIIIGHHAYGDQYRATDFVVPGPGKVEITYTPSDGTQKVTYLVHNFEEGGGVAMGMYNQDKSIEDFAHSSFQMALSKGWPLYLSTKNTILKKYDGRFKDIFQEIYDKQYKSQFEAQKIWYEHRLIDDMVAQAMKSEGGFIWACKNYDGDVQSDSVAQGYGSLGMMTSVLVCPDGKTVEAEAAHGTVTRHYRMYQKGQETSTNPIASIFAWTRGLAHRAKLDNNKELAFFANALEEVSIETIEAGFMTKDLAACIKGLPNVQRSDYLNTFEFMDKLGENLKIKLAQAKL
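IDH1-R132H (0.5 ug/mL) preincubated 30 min with compound, then NADPH (0.016 mM) and alpha-KG (2 mM) added; 80 min at RT, pH 7.5. Remaining NADPH coupled via diaphorase/resazurin to fluorescence (540/590 nm); concentration-response curves normalized to no-enzyme control.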
TRHR enhancer: allosteric enhancers of human TRH receptor. enhancement, % at 2 µM. P34981. actives 0.66% (n = 360,000). TRHR cells, fluo-8 calcium fluorescence, EC20 TRH enhancement; in the data active means enhancement above about 30%; further: 0% is about no effect
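TRHR-expressing cells loaded with fluo-8 calcium dye were read kinetically (ex 480/em 530) during compound addition, then stimulated with an EC20 of TRH (10 nM final). Enhancement of the Gq-mediated intracellular calcium response was scored.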
D2 antag: D2 dopamine receptor (human) antagonism; AID 485344; actives 2% (n = 340,000); HEK293 TREx D2 cells, calcium flux, dopamine EC80; inhibition, % at 10 µM; P14416; in the data active means inhibition above about 30%; further: 0% is about no effect
Target sequence (P14416 whole entry, looked up): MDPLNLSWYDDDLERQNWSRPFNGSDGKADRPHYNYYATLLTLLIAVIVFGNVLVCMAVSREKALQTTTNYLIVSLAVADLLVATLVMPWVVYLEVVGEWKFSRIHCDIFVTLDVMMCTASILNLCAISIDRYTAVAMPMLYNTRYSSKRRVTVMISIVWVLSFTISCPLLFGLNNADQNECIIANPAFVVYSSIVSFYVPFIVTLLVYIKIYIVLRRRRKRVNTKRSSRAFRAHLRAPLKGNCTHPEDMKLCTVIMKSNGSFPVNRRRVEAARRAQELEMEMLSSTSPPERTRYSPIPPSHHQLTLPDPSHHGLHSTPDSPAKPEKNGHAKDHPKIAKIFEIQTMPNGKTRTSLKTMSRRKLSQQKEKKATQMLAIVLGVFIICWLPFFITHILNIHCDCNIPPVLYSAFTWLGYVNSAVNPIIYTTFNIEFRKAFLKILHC
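Cells plated overnight at 30 C with tetracycline; no-wash calcium dye, 30–90 min RT; 10 s baseline; compound pinned; 180 s read; EC80 dopamine added; another 180 s read.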
PI4K2A inh: PI4K2A (human) kinase inhibition; purified PI4K2A, ADP-Glo luminescence, 1 h; active compounds read low; activity change, negative = inhibition, % at 76.9 µM; Q9BTU6; actives 0.13% (n = 420,000); in the data active means activity change below about -50%; inconclusive means mostly about -30% to -49%;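 further: -100% = wells without enzyme as full effect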
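In this quantitative HTS, ADP production by PI4K2A was quantified luminescently after 1 h at ambient temperature; 100 microM adenosine served as plate-quality control.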
TrxR1 inh: blocks rat thioredoxin reductase 1; recombinant rTrxR1, NADPH fluorescence consumption, selenite substrate; Potency, µM (highest dose often 114 µM), inactives show top-dose activity change, negative = inhibition, hits mostly inhibitors; actives 1% (n = 390,000); further: potency means the concentration at half of the fitted maximal effect; on the % scale 0 is the no-effect control and ±100 the full control effect; nearly all actives have a fitted effect of over 65% in size
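Rat TrxR1 (90 nM in the dispensed reagent) was pre-reduced with 400 uM NADPH for 5 min at room temperature, then incubated with compound for 15 min. After 400 uM selenite was added, NADPH fluorescence (Ex 340/Em 450 nm) was followed for 8 min.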
D2 agonist: D2 dopamine receptor (human) agonism; activation, % at 2 µM; actives 0.53% (n = 340,000); HEK293 T-REx D2 cells, calcium flux agonist mode;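 active means activation over 3 SD above normal in the single-dose calcium agonist read, cut at about 30% in these data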; further: 0% is about no effect
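HEK293 Trex D2 cells, tetracycline-induced, o/n 30 C 5% CO2; no-wash Ca dye, RT 30–90 min; 10-cycle baseline, 23 nl cpd added, kinetic Ca read 180 s; agonist hits = positive Ca response.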
Active calls of the source: *; [ ] = remark or other dose. Unless noted, the call rests on the fitted dose curve; in most records, active means well fitted inhibition curve with a large enough effect; inconclusive means small, poorly fitted or top-dose-only effect; inactive means no such curve, though single readings can be large or run the other way.

What do the screens show for `COc1ccc(N(CC(=O)NCc2ccccn2)S(=O)(=O)c2ccccc2[N+](=O)[O-])c(OC)c1`?
TRHR ag: 0.0; TrxR1 substrate: -5%; USP1 inh: 5%; IDH1 R132H inh: 6%; TRHR enhancer: 4; D2 antag: -13; PI4K2A inh: 2; TrxR1 inh: 6%[57.1 µM]; D2 agonist: 0.2

How did O=C(CN(CC1CCCO1)C(=O)CNS(=O)(=O)c1ccc(F)cc1)NCc1ccco1 (centres undefined) do in these assays?
TRHR ag: -1.0; TrxR1 substrate: 5%[57.1 µM]; USP1 inh: -22%; IDH1 R132H inh: 1%; TRHR enhancer: 8; D2 antag: -12; PI4K2A inh: 5; TrxR1 inh: 16%[57.1 µM]; D2 agonist: -0.6

How did CS(=O)(=O)n1nc(-c2ccco2)nc1NCc1ccccc1Cl do in these assays?
TRHR ag: -0.6; TrxR1 substrate: -6%; USP1 inh: -18%; IDH1 R132H inh: -4%; TRHR enhancer: -1; PI4K2A inh: -2; TrxR1 inh: -15%; D2 agonist: 1.1

What do the screens show for `CC(NC(=O)CSc1nc(=O)cc(N)n1-c1ccccc1)c1ccccc1` (centres undefined)?
TRHR ag: 0.5; TrxR1 substrate: 4%[57.1 µM]; USP1 inh: -3%; IDH1 R132H inh: 4%; TRHR enhancer: 0; D2 antag: 4; PI4K2A inh: -5; TrxR1 inh: 11%; D2 agonist: 1.1

Results for O=C(NC1=NCCS1)c1sc2cc(Cl)cc(Cl)c2c1Cl ?
TRHR ag: 0.2; TrxR1 substrate: 7%; USP1 inh: -20%; IDH1 R132H inh: 4%; TRHR enhancer: 4; D2 antag: -11; PI4K2A inh: -2; TrxR1 inh: -1%; D2 agonist: 0.3

How did O=C(N1CCCCC1)N1CCN(S(=O)(=O)c2cccc([N+](=O)[O-])c2)CC1 do in these assays?
TRHR ag: 0.1; TrxR1 substrate: -1%; USP1 inh: -16%; IDH1 R132H inh: -2%; TRHR enhancer: -12; D2 antag: -7; PI4K2A inh: 2; TrxR1 inh: 24%; D2 agonist: -0.4

What do the screens show for `CCOc1ccc(C(F)(F)F)cc1NC(=O)COc1ccc(C(F)(F)F)cc1[N+](=O)[O-]`?
TRHR ag: 0.4; TrxR1 substrate: -1%; USP1 inh: -7%; IDH1 R132H inh: -5%; TRHR enhancer: 1; D2 antag: -10; PI4K2A inh: 2; TrxR1 inh: 20%; D2 agonist: -0.4

How did COc1ccc(S(=O)(=O)N2CCOc3ccccc32)cc1 do in these assays?
TRHR ag: -0.1; TrxR1 substrate: -13%; USP1 inh: -2%; IDH1 R132H inh: 4%; TRHR enhancer: 5; D2 antag: 2; PI4K2A inh: -3; TrxR1 inh: -11%; D2 agonist: 0.1

How did COC(=O)[C@@]1(Cc2ccc(F)cc2)[C@H]2c3cc(C(=O)N(C)C)n(Cc4ccccc4)c3C[C@H]2CN1C(=O)c1ccccc1 do in these assays?
TRHR ag: 1.4; TrxR1 substrate: 5%[57.1 µM]; USP1 inh: inconclusive; IDH1 R132H inh: -2%; TRHR enhancer: 1; D2 antag: -16; PI4K2A inh: 3; TrxR1 inh: 12%[57.1 µM]; D2 agonist: 1.7

How did COc1ccccc1NC(=S)NC12CN3CN(CN(C3)C1)C2 do in these assays?
TRHR ag: 0.1; TrxR1 substrate: 11%; USP1 inh: -16%; IDH1 R132H inh: 0%; TRHR enhancer: -5; PI4K2A inh: -1; TrxR1 inh: 12%[57.1 µM]

How did O=C(COC(=O)c1nc(Cl)ccc1Cl)c1ccccc1Cl do in these assays?
TRHR ag: 0.3; TrxR1 substrate: -8%; USP1 inh: -10%; IDH1 R132H inh: 2%; TRHR enhancer: -7; D2 antag: 10; PI4K2A inh: -1; TrxR1 inh: -10%; D2 agonist: 0.8

How did CCCCCNc1nc2ccccc2nc1NS(=O)(=O)c1cccs1 do in these assays?
TRHR ag: 0.0; TrxR1 substrate: 3%; USP1 inh: 8%; IDH1 R132H inh: 2%; TRHR enhancer: 5; D2 antag: -8; PI4K2A inh: 5; TrxR1 inh: -12%; D2 agonist: -0.1

What do the screens show for `CCOc1ccc(OCC(=O)N(CCC2=CCCCC2)c2c(N)n(Cc3ccccc3)c(=O)[nH]c2=O)cc1`?
TRHR ag: 0.8; TRHR enhancer: 0; D2 antag: 6; D2 agonist: 0.7

How did CCCC(=O)N1CCN(c2ccc(NC(=O)c3cc4ccccc4o3)cc2Cl)CC1 do in these assays?
TRHR ag: -0.9; TrxR1 substrate: 17%; USP1 inh: -17%; IDH1 R132H inh: 25%; TRHR enhancer: -1; D2 antag: -10; PI4K2A inh: 18; TrxR1 inh: 13%; D2 agonist: 0.8

How did CCCCN(CC)CCNC(=O)CN(C)S(=O)(=O)c1ccc2c(c1)c(=O)n(C)c(=O)n2C do in these assays?
TRHR ag: -0.8; TrxR1 substrate: -7%; USP1 inh: -2%; IDH1 R132H inh: 0%; TRHR enhancer: 18; D2 antag: -20; PI4K2A inh: 4; TrxR1 inh: -10%; D2 agonist: -1.5

Results for CC(C)c1ccc(NC(=O)CN2C(=O)COc3ccc(S(=O)(=O)N4CCCCCC4)cc32)cc1 ?
TRHR ag: -0.4; TrxR1 substrate: -6%; USP1 inh: 4%; IDH1 R132H inh: -20%; TRHR enhancer: 6; PI4K2A inh: 0; TrxR1 inh: 3%; D2 agonist: 0.5

What do the screens show for `Cc1cc(C)n(CC(=O)NNC(=O)c2cncc(Br)c2)n1`?
TrxR1 substrate: -14%[57.1 µM]; USP1 inh: inconclusive; IDH1 R132H inh: 2%; PI4K2A inh: -6; TrxR1 inh: -10%[57.1 µM]

What do the screens show for `CCC(=O)Nc1nc(C)c(-c2csc(Nc3ccc(S(=O)(=O)Nc4cc(C)on4)cc3)n2)s1`?
TRHR ag: -1.4; TRHR enhancer: -9; D2 antag: 3; D2 agonist: 0.4

How did Cc1ccc(Cn2c(NC(=O)c3ccco3)nc3ccccc32)cc1 do in these assays?
TRHR ag: 0.4; TrxR1 substrate: 18%; USP1 inh: -3%; IDH1 R132H inh: 9%; TRHR enhancer: -8; D2 antag: 12; PI4K2A inh: 11; TrxR1 inh: 8%[57.1 µM]; D2 agonist: -0.8

What do the screens show for `COC(=O)CCC(=O)OC1(C)C(=O)C2=CN(CC3CC3)C(c3ccc(OC)cc3)=CC2=C(Br)C1=O` (centres undefined)?
TRHR ag: 0.9; TrxR1 substrate: -22%[57.1 µM]; USP1 inh: 32µM*; IDH1 R132H inh: 16%; TRHR enhancer: -6; PI4K2A inh: -23; TrxR1 inh: 3%[57.1 µM]

How did O=C(Nc1sc2c(c1C(=O)NCCCO)CCCC2)c1ccccc1 do in these assays?
TRHR ag: 0.1; TrxR1 substrate: 12%; USP1 inh: -32%; IDH1 R132H inh: 27%; TRHR enhancer: 2; D2 antag: -13; PI4K2A inh: 1; TrxR1 inh: 24%; D2 agonist: 2.0

Results for COc1ccc(NC(=O)C(C)N=C2NS(=O)(=O)c3ccccc32)cc1S(N)(=O)=O (centres undefined) ?
TRHR ag: -0.2; TrxR1 substrate: 10%; USP1 inh: -19%; IDH1 R132H inh: 3%; TRHR enhancer: -4; D2 antag: 16; PI4K2A inh: 0; TrxR1 inh: 30%; D2 agonist: -0.4

What do the screens show for `CCC(C)(C)NC(=O)C(c1cccc(OC)c1OC)N(Cc1ccccc1)C(=O)CCC(=O)Nc1cc(C)on1` (centres undefined)?
TRHR ag: -0.8; TrxR1 substrate: 5%; USP1 inh: -9%; IDH1 R132H inh: 5%; TRHR enhancer: 0; PI4K2A inh: -16; TrxR1 inh: 2%

What do the screens show for `COc1ccc(C(=O)Nc2nnc(C)s2)cc1`?
TRHR ag: -1.4; TrxR1 substrate: -3%; USP1 inh: -17%; IDH1 R132H inh: -12%; TRHR enhancer: 3; PI4K2A inh: -1; TrxR1 inh: 5%; D2 agonist: -0.8

What do the screens show for `CN=C(Cc1ccccc1)C1=C(O)CC(C)(C)CC1=O`?
TRHR ag: 0.5; TrxR1 substrate: -7%; USP1 inh: -12%; IDH1 R132H inh: 8%; TRHR enhancer: -5; D2 antag: -4; PI4K2A inh: 4; TrxR1 inh: 11%[57.1 µM]; D2 agonist: -0.4

What do the screens show for `COc1cc(/C=N/NC(=O)c2cc[n+]([O-])cc2)cc(OC)c1OC`?
TRHR ag: 0.7; TrxR1 substrate: -13%; USP1 inh: -12%; IDH1 R132H inh: 3%; TRHR enhancer: 7; D2 antag: -9; PI4K2A inh: -1; TrxR1 inh: -15%; D2 agonist: 0.8

What do the screens show for `Cc1ccc(S(=O)(=O)NCCSCc2ccccc2)cc1`?
TRHR ag: -0.8; TrxR1 substrate: -7%[57.1 µM]; USP1 inh: -1%; IDH1 R132H inh: -1%; TRHR enhancer: 3; D2 antag: 9; PI4K2A inh: -7; TrxR1 inh: -21%; D2 agonist: 0.5

3 records picked at random from those above:
How did CCCCCNc1nc2ccccc2nc1NS(=O)(=O)c1cccs1 do in these assays?
TRHR ag: 0.0; TrxR1 substrate: 3%; USP1 inh: 8%; IDH1 R132H inh: 2%; TRHR enhancer: 5; D2 antag: -8; PI4K2A inh: 5; TrxR1 inh: -12%; D2 agonist: -0.1

How did COc1ccccc1NC(=S)NC12CN3CN(CN(C3)C1)C2 do in these assays?
TRHR ag: 0.1; TrxR1 substrate: 11%; USP1 inh: -16%; IDH1 R132H inh: 0%; TRHR enhancer: -5; PI4K2A inh: -1; TrxR1 inh: 12%[57.1 µM]

How did CCCCN(CC)CCNC(=O)CN(C)S(=O)(=O)c1ccc2c(c1)c(=O)n(C)c(=O)n2C do in these assays?
TRHR ag: -0.8; TrxR1 substrate: -7%; USP1 inh: -2%; IDH1 R132H inh: 0%; TRHR enhancer: 18; D2 antag: -20; PI4K2A inh: 4; TrxR1 inh: -10%; D2 agonist: -1.5
